tim23-1 inh: tim23-1 yeast growth inhibition. S. cerevisiae tim23-1 growth, BacTiter-Glo luminescence, 24 h. inhibition, % at 20 µM. 330,000 compounds, 1.3% hits. AID 463212;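 active = growth inhibition of the mutant yeast at or above 50%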;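 also: temperature-sensitive mutant grown at 25 °C; plate controls were DMSO-treated mutant yeast for no effect and medium wells lacking yeast for full effect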
tim10-1 inh: tim10-1 yeast growth inhibition | inhibition, % at 20 µM | 330,000 compounds, 2.2% hits | S. cerevisiae tim10-1 ts strain growth, BacTiter-Glo, 24 h;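 active = inhibition of at least 40%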;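 also: mutant grown at 25 °C; 0% = DMSO wells with yeast and 100% = wells holding no yeast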
XBP1 UPR activ: adaptive UPR (XBP1) activation. CHO-XBP1 luciferase reporter, IRE1-XBP1 UPR activation, luminescence; percent of tunicamycin response, DMSO as zero. activation, % at 20 µM. 330,000 compounds, 0.33% hits. AID 463104;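 active = versus positive control, 20 µM dose yields 30% or more activation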;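 also: 100% = tunicamycin at 10 µg/mL and 0% = DMSO only wells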
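Material: CHO cell line with stable XBP1 luciferase reporter; buffer or medium: F12 medium containing 10% fetal bovine serum; compound: single point, 20 µM final compound, 1% DMSO; incubation: 6 h treatment, 37 °C; measured by: glow luminescence from Steady-Glo reagent; evaluation: activation, % of tunicamycin; control set: tunicamycin high, DMSO low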
CHOP UPR activ: apoptotic UPR (CHOP) activation; CHO-CHOP luciferase reporter, luminescence; percent of tunicamycin response over DMSO baseline; activation, % at 10 µM; 330,000 compounds, 0.34% hits; AID 449763;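 active = at 10 µM dose, activation of 40% or more, normalized to positive control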;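 also: 100% = tunicamycin at 10 µg/mL and 0% = DMSO alone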
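System: CHO CHOP reporter cells. Amount: 500 cells per well. Buffer or medium: F12 medium, 10% FBS. Compound dosing: one dose, 10 µM in 0.5% DMSO. Incubation: 6 h compound exposure at 37 °C after overnight seeding. Technique: Steady-Glo luciferase luminescence. Benchmarks: tunicamycin and DMSO controls.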
Mdm2-MdmX inh: disrupts the human Mdm2-MdmX interaction. O15151+Q00987. SaOS-2 split-luciferase Mdm2/MdmX complementation, luminescence. inhibition, % at 8 µM. 330,000 compounds, 3% hits;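 active = inhibition of at least 50% at 8 µM in the primary screen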
Target sequence (O15151 whole entry, looked up): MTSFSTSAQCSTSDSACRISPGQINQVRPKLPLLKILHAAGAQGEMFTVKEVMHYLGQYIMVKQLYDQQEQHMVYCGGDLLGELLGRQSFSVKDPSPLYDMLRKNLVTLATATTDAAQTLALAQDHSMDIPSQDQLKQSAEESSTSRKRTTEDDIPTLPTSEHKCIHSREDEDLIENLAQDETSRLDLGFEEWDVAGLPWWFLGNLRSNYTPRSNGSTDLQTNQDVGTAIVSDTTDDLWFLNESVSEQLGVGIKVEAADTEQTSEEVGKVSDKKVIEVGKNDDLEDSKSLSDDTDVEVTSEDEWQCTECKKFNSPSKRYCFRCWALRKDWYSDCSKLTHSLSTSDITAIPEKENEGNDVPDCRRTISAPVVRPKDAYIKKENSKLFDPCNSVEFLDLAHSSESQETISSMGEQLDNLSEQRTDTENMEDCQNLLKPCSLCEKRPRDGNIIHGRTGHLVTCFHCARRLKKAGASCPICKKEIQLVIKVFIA
Target sequence (Q00987 whole entry, looked up): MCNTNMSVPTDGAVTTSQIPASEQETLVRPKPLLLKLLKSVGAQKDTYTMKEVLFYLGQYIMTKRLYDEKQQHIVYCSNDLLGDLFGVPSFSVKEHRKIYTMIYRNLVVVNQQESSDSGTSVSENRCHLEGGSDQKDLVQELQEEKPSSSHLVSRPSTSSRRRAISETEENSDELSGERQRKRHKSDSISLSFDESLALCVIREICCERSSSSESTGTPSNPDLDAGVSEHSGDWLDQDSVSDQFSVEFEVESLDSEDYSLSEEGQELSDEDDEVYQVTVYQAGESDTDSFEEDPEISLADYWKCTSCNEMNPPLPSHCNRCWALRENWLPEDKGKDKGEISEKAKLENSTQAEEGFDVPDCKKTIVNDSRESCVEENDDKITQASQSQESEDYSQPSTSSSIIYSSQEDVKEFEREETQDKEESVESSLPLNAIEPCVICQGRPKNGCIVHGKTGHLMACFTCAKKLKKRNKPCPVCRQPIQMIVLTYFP
Jurkat NFkB inh: lowers PMA/ionomycin-induced NF-kB signal in Jurkat cells; 330,000 compounds, 0.53% hits; inhibition, % at 4 µM; PMA/ionomycin-induced NF-kB luciferase reporter, luminescence; in the data active = inhibition above about 50%
TIM10 inh: growth inhibitors of TIM10 yeast strain; S. cerevisiae TIM10 strain growth, BacTiter-Glo luminescence, 24 h; inhibition, % at 10 µM; 330,000 compounds, 1.4% hits; AID 463195;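 active = inhibition of 40% or more at the single tested concentration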;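 also: wild-type TIM10 isogenic control strain grown at permissive 25 °C; 0% = DMSO yeast wells and 100% = minimal medium wells without yeast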
697 NFkB inh: lowers PMA/ionomycin-induced NF-kB signal in 697 B cells; 697 B-cell NF-kB luciferase reporter, 16 h; inhibition, % at 4 µM; 330,000 compounds, 0.33% hits; in the data active = inhibition above about 35%
Active calls of the source: *.

What do the screens show for `O=C(OCC(=O)N1CCCC1)c1ccc(OC(F)(F)F)cc1`?
tim23-1 inh: 2; tim10-1 inh: 0; XBP1 UPR activ: -1; CHOP UPR activ: -0.6; Mdm2-MdmX inh: 13; Jurkat NFkB inh: 9; TIM10 inh: 0; 697 NFkB inh: 25

How did CCOc1cc(/C=N\NC(=O)C2C(=O)NCC2c2ccccc2)ccc1OC (stereo not drawn) do in these assays?
tim23-1 inh: -2; tim10-1 inh: 12; XBP1 UPR activ: 2; CHOP UPR activ: 0.3; Mdm2-MdmX inh: 6; Jurkat NFkB inh: 2; TIM10 inh: 7; 697 NFkB inh: -5

What do the screens show for `C[C@H](C(=O)NCc1ccccc1)C(=O)c1ccccc1`?
tim23-1 inh: -12; tim10-1 inh: -19; XBP1 UPR activ: 0; CHOP UPR activ: 1.9; Mdm2-MdmX inh: 2; Jurkat NFkB inh: -13; TIM10 inh: -1; 697 NFkB inh: 10

Results for COc1ccccc1C(=O)C1CCCN(C(=O)c2cnn(C(C)C)c2)C1 (stereo not drawn) ?
tim23-1 inh: -11; tim10-1 inh: 8; XBP1 UPR activ: -4; CHOP UPR activ: -1.3; Mdm2-MdmX inh: 17; Jurkat NFkB inh: -5; TIM10 inh: 6; 697 NFkB inh: 2

Results for NC(=O)c1cc2ccccc2o/c1=N\NC(=O)c1ccncc1 ?
tim23-1 inh: 18; tim10-1 inh: 5; XBP1 UPR activ: -2; CHOP UPR activ: -2.1; Mdm2-MdmX inh: 17; Jurkat NFkB inh: -7; TIM10 inh: -13; 697 NFkB inh: -13

What do the screens show for `CCn1cc(C(C)NC(=O)COc2ccc(Cl)cc2C)c(C)n1` (stereo not drawn)?
tim23-1 inh: 7; tim10-1 inh: 27; XBP1 UPR activ: 1; CHOP UPR activ: -1.3; Mdm2-MdmX inh: -4; Jurkat NFkB inh: -7; TIM10 inh: -11; 697 NFkB inh: 9

How did CCOCC(=O)Nc1nc(C)cc(C)n1 do in these assays?
tim23-1 inh: 10; tim10-1 inh: 12; XBP1 UPR activ: 0; CHOP UPR activ: 0.7; Mdm2-MdmX inh: -21; Jurkat NFkB inh: 19; TIM10 inh: 9; 697 NFkB inh: 8

What do the screens show for `CCOc1ccc(-n2cc(-c3ccccc3)c3c(SC(C)C(=O)OC)ncnc32)cc1` (stereo not drawn)?
tim23-1 inh: 21; tim10-1 inh: 27; XBP1 UPR activ: -1; CHOP UPR activ: -1.1; Mdm2-MdmX inh: 16; Jurkat NFkB inh: -12; TIM10 inh: 20; 697 NFkB inh: 16

What do the screens show for `CC(/C=N/NC(=O)c1cnccn1)=C\c1ccco1`?
tim23-1 inh: 12; tim10-1 inh: -14; XBP1 UPR activ: 2; CHOP UPR activ: 2.8; Mdm2-MdmX inh: 4; Jurkat NFkB inh: -26; TIM10 inh: -15; 697 NFkB inh: -5

How did Cc1ccc2[nH]c3c(c2c1)CCCC3NC(=O)CCl (stereo not drawn) do in these assays?
tim23-1 inh: 22; tim10-1 inh: 25; XBP1 UPR activ: -5; CHOP UPR activ: 0.0; Mdm2-MdmX inh: 80*; Jurkat NFkB inh: 97*; TIM10 inh: 5; 697 NFkB inh: -262

What do the screens show for `Cc1ccc(C(=O)N2CCCC(CCC(=O)N3CCN(c4ccccn4)CC3)C2)cc1C` (stereo not drawn)?
tim23-1 inh: 7; tim10-1 inh: 8; XBP1 UPR activ: -3; CHOP UPR activ: -0.6; Mdm2-MdmX inh: 6; Jurkat NFkB inh: 7; TIM10 inh: 12; 697 NFkB inh: -19

What do the screens show for `CC1CN(C(=O)N2CCOCC2)CCN1C(=O)N1CCOCC1` (stereo not drawn)?
tim23-1 inh: 13; tim10-1 inh: 0; XBP1 UPR activ: -3; CHOP UPR activ: -1.2; Mdm2-MdmX inh: -6; Jurkat NFkB inh: -3; TIM10 inh: -1; 697 NFkB inh: 6

Results for CCN(Cc1ccncc1)Cc1cn(C)nc1-c1ccc(Oc2ccccc2)cc1 ?
tim23-1 inh: 11; tim10-1 inh: -43; XBP1 UPR activ: -2; CHOP UPR activ: 0.9; Mdm2-MdmX inh: -9; Jurkat NFkB inh: -11; TIM10 inh: -31; 697 NFkB inh: -10

Results for S=C(NNc1ccnc2cc(Cl)ccc12)Nc1ccccc1Cl ?
tim23-1 inh: 56*; tim10-1 inh: 40; XBP1 UPR activ: 6; CHOP UPR activ: 23; Mdm2-MdmX inh: 44; Jurkat NFkB inh: 2; TIM10 inh: 40*; 697 NFkB inh: -51

What do the screens show for `O=C(Nc1ccccc1Cl)Nc1ccccc1Cl`?
tim23-1 inh: 0; tim10-1 inh: 8; XBP1 UPR activ: 1; CHOP UPR activ: 2.9; Mdm2-MdmX inh: 15; Jurkat NFkB inh: -14; TIM10 inh: -10; 697 NFkB inh: -2

How did Cc1coc2c1c(C)cc1oc(=O)c(CC(=O)NCCCN3CCCC3=O)c(C)c12 do in these assays?
tim23-1 inh: -4; tim10-1 inh: 13; XBP1 UPR activ: -4; CHOP UPR activ: -1.3; Mdm2-MdmX inh: 0; Jurkat NFkB inh: -12; TIM10 inh: -7; 697 NFkB inh: 12

What do the screens show for `N/C(=N\NC(=O)c1cccs1)c1cc2ccccc2oc1=O`?
tim23-1 inh: 44; tim10-1 inh: 19; XBP1 UPR activ: 1; CHOP UPR activ: 10.0; Mdm2-MdmX inh: 3; Jurkat NFkB inh: -11; TIM10 inh: 32; 697 NFkB inh: -19

How did COc1cccc(N(C(=O)Cn2nnc(-c3cccs3)n2)C(C(=O)NC2CCCCC2)c2ccncc2)c1 (stereo not drawn) do in these assays?
tim23-1 inh: -8; tim10-1 inh: 14; XBP1 UPR activ: -1; CHOP UPR activ: 1.3; Mdm2-MdmX inh: 25; Jurkat NFkB inh: 9; TIM10 inh: 10; 697 NFkB inh: 3

How did CCCCn1c(N)c(N(Cc2ccccc2OC)C(=O)CCC(C)C)c(=O)[nH]c1=O do in these assays?
tim23-1 inh: 6; tim10-1 inh: 1; XBP1 UPR activ: 2; CHOP UPR activ: 1.1; Mdm2-MdmX inh: 19; Jurkat NFkB inh: -8; TIM10 inh: 11; 697 NFkB inh: -11

How did Oc1ccc(N=C/C=C/c2cccc(Br)c2)cc1-c1nc2ccccc2s1 do in these assays?
tim23-1 inh: 42; tim10-1 inh: 16; XBP1 UPR activ: -1; CHOP UPR activ: 2.2; Mdm2-MdmX inh: -10; Jurkat NFkB inh: -27; TIM10 inh: 20; 697 NFkB inh: -48

Results for CCC1CCc2sc(C(=O)NC3CCN(Cc4ccccc4)CC3)cc2C1 (stereo not drawn) ?
tim23-1 inh: -20; tim10-1 inh: -32; XBP1 UPR activ: 0; CHOP UPR activ: 1.2; Mdm2-MdmX inh: 37; Jurkat NFkB inh: -6; TIM10 inh: -52; 697 NFkB inh: 4

How did CCOc1cccc(CNCc2ccc(C(=O)O)cc2)c1 do in these assays?
tim23-1 inh: 89*; tim10-1 inh: -10; XBP1 UPR activ: 0; CHOP UPR activ: 0.1; Mdm2-MdmX inh: -12; Jurkat NFkB inh: -1; TIM10 inh: -14; 697 NFkB inh: 17

How did O=S1(=O)N=C2CCCCCN2C(c2ccccc2)N1 (stereo not drawn) do in these assays?
tim23-1 inh: -3; tim10-1 inh: 1; XBP1 UPR activ: -4; CHOP UPR activ: 0.1; Mdm2-MdmX inh: -6; Jurkat NFkB inh: -1; TIM10 inh: 12; 697 NFkB inh: 4

Results for Cc1cccc(C)c1N1C(=O)C2ON(c3ccccc3)C(c3ccncc3)C2C1=O (stereo not drawn) ?
tim23-1 inh: -122; tim10-1 inh: -18; XBP1 UPR activ: -1; CHOP UPR activ: 1.4; Mdm2-MdmX inh: -6; Jurkat NFkB inh: -6; TIM10 inh: -21; 697 NFkB inh: -13

What do the screens show for `Cc1cccc(NC(=O)N2CCC(n3nnc4cc(C)ccc43)CC2)c1`?
tim23-1 inh: 10; tim10-1 inh: 1; XBP1 UPR activ: -6; CHOP UPR activ: 0.3; Mdm2-MdmX inh: 18; Jurkat NFkB inh: 14; TIM10 inh: -6; 697 NFkB inh: 3

Results for Cc1ccc(N)cc1CN1CCCC1=O ?
tim23-1 inh: 9; tim10-1 inh: 4; XBP1 UPR activ: -5; CHOP UPR activ: 0.0; Mdm2-MdmX inh: 14; Jurkat NFkB inh: 6; TIM10 inh: -2; 697 NFkB inh: 5

What do the screens show for `CC(C)(C)c1ccc(OCCC(=O)Nc2cccc(S(=O)(=O)N3CCOCC3)c2)cc1`?
tim23-1 inh: 26; tim10-1 inh: 24; XBP1 UPR activ: -9; CHOP UPR activ: 0.5; Mdm2-MdmX inh: 41; Jurkat NFkB inh: 1; TIM10 inh: 14; 697 NFkB inh: 11

How did CCOc1ccccc1-n1nnnc1SCC(=O)Nc1cc2oc3ccccc3c2cc1OC do in these assays?
tim23-1 inh: -5; tim10-1 inh: 4; XBP1 UPR activ: -2; CHOP UPR activ: -3.5; Mdm2-MdmX inh: 49; Jurkat NFkB inh: -7; TIM10 inh: -2; 697 NFkB inh: -4

What do the screens show for `O=C(NCc1nnc2c(C(F)(F)F)cc(Cl)cn12)c1ccco1`?
tim23-1 inh: -16; tim10-1 inh: 0; XBP1 UPR activ: -2; CHOP UPR activ: 1.7; Mdm2-MdmX inh: 0; Jurkat NFkB inh: 10; TIM10 inh: 9; 697 NFkB inh: -9

How did O=C(CN1C(=O)NC2(CCOc3ccccc32)C1=O)c1cccs1 (stereo not drawn) do in these assays?
tim23-1 inh: -4; tim10-1 inh: -9; XBP1 UPR activ: 1; CHOP UPR activ: -0.2; Mdm2-MdmX inh: -14; Jurkat NFkB inh: 3; TIM10 inh: -5; 697 NFkB inh: 1

What do the screens show for `COCC(=O)Nc1nnc(SCC(=O)N2C(C)CCCC2C)s1` (stereo not drawn)?
tim23-1 inh: 16; tim10-1 inh: 1; XBP1 UPR activ: 3; CHOP UPR activ: 1.5; Mdm2-MdmX inh: -19; Jurkat NFkB inh: -2; TIM10 inh: 15; 697 NFkB inh: 1

Of the compounds above, these have an aryl methoxy group.
How did CCOc1cc(/C=N\NC(=O)C2C(=O)NCC2c2ccccc2)ccc1OC (stereo not drawn) do in these assays?
tim23-1 inh: -2; tim10-1 inh: 12; XBP1 UPR activ: 2; CHOP UPR activ: 0.3; Mdm2-MdmX inh: 6; Jurkat NFkB inh: 2; TIM10 inh: 7; 697 NFkB inh: -5

Results for COc1ccccc1C(=O)C1CCCN(C(=O)c2cnn(C(C)C)c2)C1 (stereo not drawn) ?
tim23-1 inh: -11; tim10-1 inh: 8; XBP1 UPR activ: -4; CHOP UPR activ: -1.3; Mdm2-MdmX inh: 17; Jurkat NFkB inh: -5; TIM10 inh: 6; 697 NFkB inh: 2

How did COc1cccc(N(C(=O)Cn2nnc(-c3cccs3)n2)C(C(=O)NC2CCCCC2)c2ccncc2)c1 (stereo not drawn) do in these assays?
tim23-1 inh: -8; tim10-1 inh: 14; XBP1 UPR activ: -1; CHOP UPR activ: 1.3; Mdm2-MdmX inh: 25; Jurkat NFkB inh: 9; TIM10 inh: 10; 697 NFkB inh: 3

How did CCCCn1c(N)c(N(Cc2ccccc2OC)C(=O)CCC(C)C)c(=O)[nH]c1=O do in these assays?
tim23-1 inh: 6; tim10-1 inh: 1; XBP1 UPR activ: 2; CHOP UPR activ: 1.1; Mdm2-MdmX inh: 19; Jurkat NFkB inh: -8; TIM10 inh: 11; 697 NFkB inh: -11

How did CCOc1ccccc1-n1nnnc1SCC(=O)Nc1cc2oc3ccccc3c2cc1OC do in these assays?
tim23-1 inh: -5; tim10-1 inh: 4; XBP1 UPR activ: -2; CHOP UPR activ: -3.5; Mdm2-MdmX inh: 49; Jurkat NFkB inh: -7; TIM10 inh: -2; 697 NFkB inh: -4

High-throughput results from PubChem BioAssay.
